SSB-PriA inh: K. pneumoniae PriA-SSBct interaction inhibition; AlphaScreen SSBct-PriA binding, biotinylated peptide; inhibition, % at 33 µM; 430,000 tested, 0.6% active; AID 1272365; in the data active means inhibition mostly above about 37%, no sharp cut-off; inactive means mostly below about 20%;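 further: plate controls were negative control peptide for no effect and reference peptide for full effect; strong numbers were not always called active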
* = called active by the depositor; & = joins results of further samples. Some of the compounds tested. The share of hits here may be higher or lower than overall.

SMILES	SSB-PriA inh
O=C(c1ccc(=O)[nH]n1)N1CCCC(Cc2nc(-c3ccsc3)no2)C1 (configuration not stated)	-8
O=C(COc1ccc(F)cc1)NCCCn1nc(-c2ccc(Cl)cc2)ccc1=O	-27
CN(C)S(=O)(=O)NCc1ccccc1-c1ccsc1	3
CC(C)c1ccc(NC(=O)C(=O)NCCc2ccc(N(C)C)cc2)cc1	-1
O=C(Cn1cnc2c(cnn2C2CCS(=O)(=O)C2)c1=O)Nc1ccccc1F (configuration not stated)	-5
CCOC(=O)c1ccc2nc(C)cc(NC(=O)COc3ccccc3)c2c1	-14
COc1ccc(Cl)cc1NC(=O)Cc1csc2nc(-c3ccc(F)cc3)cn12	10
CCCCc1nc(SCC)c2c(=O)n(C)c(=O)n(C)c2n1	-40
Cc1cc(C)c2nc(N=C(N)NC(=O)Nc3ccccc3)nc(C)c2c1	10
CCC(=O)NCCOc1ccc2nnc(-c3ccccc3)n2n1	-4
C=CCNC(=S)NCc1ccco1	6
COC(=O)c1sccc1NC(=O)c1cc(N2CCCCC2)ncn1	-21
Cc1ccc(NC(=O)C(=O)NCCN2CCC(c3cccs3)CC2)cc1F	-5
C=CCc1ccc(OCCCSc2nc3ccccc3[nH]2)c(OC)c1	-7
C=CCN[C@H]1CCN(C)C1=O	-11
O=C(Nc1ccc(SCc2cccc(F)c2)nn1)C1CC1	-3
COc1ccc(OC)c(C=NNC(=O)c2c(C)nc3ccc(C)cn23)c1	-13
NC(=NOS(=O)(=O)c1ccccc1)c1cccnc1	-15
CN(c1ccccc1)S(=O)(=O)c1ccc(C(=O)Nc2nnc(-c3ccno3)o2)cc1	-2
O=C(N/N=C\c1ccc(Cl)cc1Cl)c1cc(-c2cccs2)[nH]n1	-13

Rewritten as labelled records: part of the list above
O=C(c1ccc(=O)[nH]n1)N1CCCC(Cc2nc(-c3ccsc3)no2)C1 (configuration not stated)
  SSB-PriA inh = -8
C=CCc1ccc(OCCCSc2nc3ccccc3[nH]2)c(OC)c1
  SSB-PriA inh = -7
O=C(COc1ccc(F)cc1)NCCCn1nc(-c2ccc(Cl)cc2)ccc1=O
  SSB-PriA inh = -27

Later entries
SMILES	SSB-PriA inh
CCN(CC)CC(O)CN (configuration not stated)	-3
CC(C)(C)c1ccc(S(=O)(=O)NCc2ccc(C(=O)O)cc2)cc1	-4
Cc1cccc(OC2CCN(C(=O)[C@H]3CC(=O)N(C)C3)CC2)n1	-16
Cc1cc(NC(=O)CS(=O)(=O)c2cn(CC(=O)N(C(C)C)C(C)C)c3ccccc23)no1	-21
O=C(C[C@@H]1C/C=C/CC[C@@H](Cc2ccc(F)cc2)C(=O)OC[C@@H]2CCCN2C1=O)N[C@H](CO)Cc1ccccc1	-13
O=[N+]([O-])c1nn(-c2ccccc2)n(O)c1=NC1CCCCC1	52
Cc1ccc2sc(N(Cc3ccncc3)C(=O)c3ccc(S(=O)(=O)C(C)C)cc3)nc2c1C	-4
Cc1[nH]n(-c2ccccc2)c(=O)c1C=NO	-5
COc1ccc(CNS(=O)(=O)c2ccc3c(c2)S(=O)(=O)N=CN3)cc1	7
O=C(c1ccc2nsnc2c1)N1CCN(C(=O)C2CC2c2ccccc2)CC1 (configuration not stated)	-2
Cc1ccc(C)c2sc(N(Cc3ccco3)C(=O)c3cccs3)nc12	-7
COc1ncc(NS(=O)(=O)c2ccc3c(c2)OCCO3)c(N2CCCC2)n1	-1
Cn1cnc(S(=O)(=O)Nc2ccc3c(c2)N(C(=O)c2ccco2)CC3)c1	1
O=C(NCCC(O)c1ccc2c(c1)OCO2)c1ccccn1 (configuration not stated)	6
CCOC(=O)c1ccc(NC(=O)CCN2C(=O)c3cccc4cccc(c34)C2=O)cc1	-12
O=C(NCc1cccs1)NC1CCN(c2ccccn2)C1 (configuration not stated)	2
O=C(c1ccc(N2CCCCC2)nn1)N1CCN(c2ccc(C(F)(F)F)cn2)CC1	2
CC(=O)c1ccc(C(=O)Nc2nnc(Cc3ccc(F)cc3)o2)cc1	0
CCc1cc(C(=O)OC)c(NC(=O)CC2Nc3cccc4cccc(c34)NC2=O)s1 (configuration not stated)	4
Cc1nn(C)c(C(=O)NN=Cc2cccc(Oc3ccccc3)c2)c1Br	9
COc1ccc(CNC(=O)c2cn(Cc3ccccc3)nc2OCc2ccccc2)cc1	2
Cc1nn(C2CCS(=O)(=O)C2)c(C)c1S(=O)(=O)NCc1ccco1 (configuration not stated)	-9
Cc1ccc(Cc2nnc(NC(=O)C3CCCN(S(=O)(=O)c4cccs4)C3)o2)cc1 (configuration not stated)	3
Cc1ccc(-c2cc3c(SCC(=O)N4CCN(c5ccccc5F)CC4)nccn3n2)cc1	-7
O=S(=O)(/C=C/c1ccccc1)N1CC(c2nc(Cc3ccccc3)no2)C1	-6
CCOc1ccc(CC(O)=C2C(=O)CC(C)(C)CC2=NCC(=O)O)cc1OCC	-8
Cc1cc(C)nc(NC(=NS(=O)(=O)Cc2ccccc2)Nc2ccc(F)c(Cl)c2)n1	-1
Cc1cc(C)c2sc(N(Cc3ccccn3)C(=O)CSCc3ccccc3)nc2c1	2
C[N+]1(CCCCCCC(=O)C=NO)CCCCCC1	-22
COc1ccc(CCNC(=O)CSc2ccc(NC(=O)c3ccccc3)nn2)cc1	-20
O=C(Cn1c(=O)nc(-c2ccccc2)c2ccccc21)Nc1ccc(Cl)cc1C(F)(F)F	-4
COc1ccc(S(=O)(=O)C2CCN(C(=O)CCCC(=O)c3ccccc3)CC2)cc1	-6
c1ccc(C2CNCCO2)cc1 (configuration not stated)	22
COc1cc(COCC2CCN(C(=O)Nc3cccs3)CC2)cc(OC)c1	-11
O=C(NCCc1nc2c(c(C(F)(F)F)n1)CCCC2)[C@@H]1COc2ccccc2O1	-8
COc1ccccc1-c1ccc(N2CCN(S(=O)(=O)/C=C\c3ccccc3)CC2)nn1	5
COc1ccc(CC#N)cc1OC	-13
CC(=NNC(=O)c1ccn(C)n1)c1cccc(NC(=O)c2ccc(C)s2)c1	-5
Cn1nc(C2CC2)cc1N1CCN(C(=O)c2ccc(Cl)s2)CC1	-9
COCCn1c(=NC(=O)C2CC2)sc2cc(C)ccc21	0

Part of the list above in a different format.
compound: COc1ccc(CCNC(=O)CSc2ccc(NC(=O)c3ccccc3)nn2)cc1
  SSB-PriA inh = -20

compound: O=C(Cn1c(=O)nc(-c2ccccc2)c2ccccc21)Nc1ccc(Cl)cc1C(F)(F)F
  SSB-PriA inh = -4

compound: COc1ccc(S(=O)(=O)C2CCN(C(=O)CCCC(=O)c3ccccc3)CC2)cc1
  SSB-PriA inh = -6

(further entries)
SMILES	SSB-PriA inh
Cc1nc2ccccc2cc1C(=O)NN=Cc1cccs1	3
Cn1cc(C(=O)NCC2(c3ccsc3)CCCC2)nn1	-24
CCOc1cc(C=NNC(=O)c2cccnc2)ccc1OCC(N)=O	-5
Cc1ccc(C(N)=NOC(=O)/C=C/c2ccccc2)cc1	-29
COc1cc(COCC2CCN(CC(=O)Nc3ccc(C(N)=O)cc3)CC2)cc(OC)c1	0
O=C(Nc1ccc2c(c1)N(S(=O)(=O)c1ccccc1)CCC2)c1ccccc1Br	-2
O=C(CSc1ccc2nnc(-c3cccnc3)n2n1)Nc1cccc([N+](=O)[O-])c1	-1
CN=c1scc(-c2ccccc2F)n1N=C(C)c1cccnc1	32
COc1cccc2cc(C(=O)NCC3CCN(c4nc5ccccc5s4)CC3)oc12	0
Cc1nn2c(SCC(=O)c3ccc(Br)cc3)nnc2[nH]c1=O	-2
COc1ccc(Cl)cc1NC(=O)CN1CCN(c2ccc(F)cc2)CC1	-29
CC12CCC3C(Br)(CC31C)C2=O (configuration not stated)	-4
O=C(C1CCCC1)N1CCc2ccc(NS(=O)(=O)c3ccc4c(c3)OCCO4)cc21	6
O=C(CCCn1c(SCC(=O)NCc2ccco2)nc2ccccc2c1=O)NCCc1ccccc1	0
Cc1ccc(NC(=O)Cc2csc(NC(=O)[C@@H]3CCC(=O)N3)n2)cc1F	-3
CC(=NOC(=O)c1ccc(C)cc1)c1sc(C)nc1C	-5
CNC(=O)CSc1nc(-c2ccccc2)c(NC(=O)c2cccs2)s1	11
O=C(Nc1ccccc1Cc1nc(-c2cccs2)no1)c1ccc(C(F)(F)F)nc1	6
CCOc1ccc(-c2nc(SC)c3c(=O)n(C)c(=O)n(C)c3n2)cc1	-24
O=C1/C(=C\c2ccccn2)SC(=S)N1Nc1ccc([N+](=O)[O-])cc1[N+](=O)[O-]	16
COc1ccc(-c2cn3c(C)c(C(=O)NCCn4nc(-c5cccs5)ccc4=O)sc3n2)cc1	-16
CC(=O)N(C)Cc1nc2ccccc2n1CC(=O)N(CC(C)C)CC(C)C	-9
C=CCN1C(=O)C(C)(C)COc2cc(NC(=O)COc3ccc(Cl)cc3Cl)ccc21	5
O=C(Cn1cnc(-c2ccccc2)cc1=O)N1CCN(c2ccccc2)CC1	-4
Cc1ccc(-c2csc3nc(SCC(=O)Nc4ccc5c(c4)OCO5)n(-c4ccccc4)c(=O)c23)o1	8
CN(CC(=O)NCc1ccncc1)c1nc2c(F)cccc2s1	-14
Cc1ccccc1Cn1cnc2c(cnn2CCNC(=O)C23CC4CC(CC(C4)C2)C3)c1=O	-8
COc1cc(OC)c(NC(=O)CSc2cc(-n3nc(C)cc3C)ncn2)cc1Cl	-6
COc1ccc(Cl)cc1NC(=O)C(=O)NCCc1c[nH]c2ccccc12	17
CCn1nccc1C(=O)Nc1nc(-c2ccc(OC)cc2OC)cs1	4
CS(=O)(=O)Nc1cnc(N2CCN(c3ccccn3)CC2)nc1	-4
O=C1C2N=NN(Cc3nc(-c4ccc5c(c4)OCO5)no3)C2C(=O)N1c1ccc(F)c(Cl)c1 (configuration not stated)	-8
CC(=O)C(=NNc1ccccc1)Sc1nncn1C	0
Cc1cc(C(=O)NN=C2CC(=O)CC(C)(C)C2)n[nH]1	-7
Cc1ccn(-c2ccc(C(=O)NCc3ccc(F)c(Cl)c3)cn2)n1	-31
Cc1ccnn1CC(=O)NN=Cc1cn[nH]c1-c1ccc(F)cc1	-1
CCCCC(CC)CNC(CC(=O)Nc1ccc(F)cc1)C(=O)O (configuration not stated)	-1
COc1cccc(-c2ccc(=O)n(CCCC(=O)Nc3nccs3)n2)c1	-5
COc1cc(/C=N\NC(=O)c2n[nH]c3c2CCC3)cc(OC)c1OC	-5
Cc1cccc(N2C(=O)CSC2=NNC(=O)c2ccc(Br)cc2)c1C	-8
Cc1ccc(CCC(=O)Nc2ncc(Cc3cccc(C(F)(F)F)c3)s2)o1	-20
CCc1nc(-c2ccc(N3CCN(C(=O)Cn4cnc5ccccc54)CC3)nc2)no1	-8
CCOC(=O)Cc1csc(=Nc2ccc(C)cc2)n1CCO	-8
O=C(O)C(Cc1ccccc1)NS(=O)(=O)c1cccs1 (configuration not stated)	9
O=C(CC1CSc2nc3c(cnn3-c3cccc(Cl)c3)c(=O)n21)NCC1CCCO1 (configuration not stated)	-7
CCn1nccc1C(=O)Nc1ccc(C(C)=O)cc1	-6&5
Cn1cnnc1S(=O)(=O)C1CCN(C(=O)c2cc(-c3ccc(F)cc3)n[nH]2)CC1	-14
COc1ccc(OC)c(C=NNC(=O)C(=O)N2CCCCCC2)c1	7
CN(C)C(C#N)c1c(F)cccc1Cl (configuration not stated)	-4
CCc1cccc(OCC(=O)NC2CCCCC2)c1	-19
Cc1nn(C2CCS(=O)(=O)C2)c(C)c1S(=O)(=O)Nc1ccccc1Cl (configuration not stated)	-11
O=C(Nc1ccc2c(c1)OCO2)c1sc2cc(F)ccc2c1Cl	-3
O=C1c2cccc3cccc(c23)N1CN1CCN(c2ccc(F)cc2)CC1	-21
COc1cc(/C=C2\Oc3c(ccc4c3CN(c3ccccc3F)CO4)C2=O)cc(OC)c1OC	-2
COc1ccccc1NCC(=O)NN=C(C)c1cccs1	-3
Cc1ccc(C=Nn2c(-c3ccncc3)n[nH]c2=S)s1	-7
Cc1cc(C)n(-c2nc(CCNC(=O)c3cccc(N(C)C)c3)cs2)n1	-3
O=C(c1ccsc1)N(CC(F)(F)F)C1CCOCC1	0
Cc1nnsc1C(=O)NCC[C@H](O)C1CCOCC1	-6
CC(C)(C)NC(=O)N1CCC(CNC(=O)c2cc(Br)cs2)CC1	-1

Reprinted from the part before: four compounds, then new ones.
SMILES	SSB-PriA inh
Cc1cc(C)n(-c2nc(CCNC(=O)c3cccc(N(C)C)c3)cs2)n1	-3
O=C(c1ccsc1)N(CC(F)(F)F)C1CCOCC1	0
Cc1nnsc1C(=O)NCC[C@H](O)C1CCOCC1	-6
CC(C)(C)NC(=O)N1CCC(CNC(=O)c2cc(Br)cs2)CC1	-1
C=CCn1c(SCC(=O)NCc2ccco2)nc2scc(-c3ccc(F)cc3)c2c1=O	3
COc1ccc(-c2ccc(=O)n(CCCC(=O)Nc3nc(C)cs3)n2)cc1OC	-7&-2
Cc1ccc(NC(=O)CCc2ccccc2)c(C(=O)c2ccccc2)c1	-39&-12
CN(C)S(=O)(=O)c1ccc(C(O)=C2C(=O)C(=O)N(Cc3cccnc3)C2c2ccco2)cc1 (configuration not stated)	-9
CCOc1cc(C(=O)Nc2nc3c(OC)ccc(C)c3s2)cc(OCC)c1OCC	2
CC(C)(Oc1ccc(Cl)cc1)C(=O)N1CCSC1c1ccsc1 (configuration not stated)	1
COc1cccc(C(=O)NCC(=O)NN=C(C)Cc2ccccc2)c1	10
CCSc1ccccc1C(=O)NCC(OC)c1ccsc1 (configuration not stated)	-2
Cc1ccc(NC(=O)NCC[C@H](O)c2ccco2)cc1C	-10
Cc1ccc(-n2cc(C(=O)NCc3ccco3)nn2)cc1	-9
Cc1nc(Nc2ccc(NC(=O)Nc3ccccc3)cc2)cc(-n2ccnc2)n1	-6
O=C(c1c(F)cccc1F)N1CCC(S(=O)(=O)Cc2ccco2)CC1	-9
COc1ccc2nc(-c3ccc(NS(=O)(=O)c4cc(C)c(OC)cc4C)cc3)cn2n1	-9&9
CCOc1ccc(S(=O)(=O)NCCCn2nc(-c3ccncc3)ccc2=O)cc1	-20

Looked up above.
COc1cccc(C(=O)NCC(=O)NN=C(C)Cc2ccccc2)c1 @ SSB-PriA inh = 10
Cc1ccc(NC(=O)CCc2ccccc2)c(C(=O)c2ccccc2)c1 @ SSB-PriA inh = -39&-12

Assay outcomes: PubChem, Small Molecule Screening Facility, UW Madison
